Source: PubChem BioAssay
HePTP inhibitor: blocks human HePTP tyrosine phosphatase; P35236; recombinant HePTP phosphatase activity, OD absorbance; inhibition, % at 20 µM; 0.64% of 110,000 active; in the data active = inhibition above about 50%;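 note: plate controls were vehicle for no effect and reference inhibitor for full effect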
Target sequence (P35236 whole entry, looked up): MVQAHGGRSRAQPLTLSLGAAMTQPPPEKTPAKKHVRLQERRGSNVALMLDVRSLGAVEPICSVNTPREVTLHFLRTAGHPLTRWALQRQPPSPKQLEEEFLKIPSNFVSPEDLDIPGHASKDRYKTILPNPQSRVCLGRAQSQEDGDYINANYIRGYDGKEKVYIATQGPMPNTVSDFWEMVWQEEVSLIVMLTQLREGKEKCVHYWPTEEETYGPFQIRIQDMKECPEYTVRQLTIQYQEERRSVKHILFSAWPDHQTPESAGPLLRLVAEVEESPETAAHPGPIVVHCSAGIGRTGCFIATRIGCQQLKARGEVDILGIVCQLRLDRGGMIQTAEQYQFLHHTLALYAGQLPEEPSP
BAP1 block: inhibitors of human BAP1 deubiquitinase | Q92560 | 0.48% of 72,000 active | recombinant BAP1, Ub-AMC hydrolysis fluorescence kinetic; stronger effect = lower value | activity remaining (% of control), % at 20 µM;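 active = activity remaining at or below 50% of control, provided the compound also passes the data quality filters; inactive = the rest, including low values that fail the filters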;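 note: 100% = DMSO wells rate and 0% = substrate alone blank rate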
Target sequence (Q92560 whole entry, looked up): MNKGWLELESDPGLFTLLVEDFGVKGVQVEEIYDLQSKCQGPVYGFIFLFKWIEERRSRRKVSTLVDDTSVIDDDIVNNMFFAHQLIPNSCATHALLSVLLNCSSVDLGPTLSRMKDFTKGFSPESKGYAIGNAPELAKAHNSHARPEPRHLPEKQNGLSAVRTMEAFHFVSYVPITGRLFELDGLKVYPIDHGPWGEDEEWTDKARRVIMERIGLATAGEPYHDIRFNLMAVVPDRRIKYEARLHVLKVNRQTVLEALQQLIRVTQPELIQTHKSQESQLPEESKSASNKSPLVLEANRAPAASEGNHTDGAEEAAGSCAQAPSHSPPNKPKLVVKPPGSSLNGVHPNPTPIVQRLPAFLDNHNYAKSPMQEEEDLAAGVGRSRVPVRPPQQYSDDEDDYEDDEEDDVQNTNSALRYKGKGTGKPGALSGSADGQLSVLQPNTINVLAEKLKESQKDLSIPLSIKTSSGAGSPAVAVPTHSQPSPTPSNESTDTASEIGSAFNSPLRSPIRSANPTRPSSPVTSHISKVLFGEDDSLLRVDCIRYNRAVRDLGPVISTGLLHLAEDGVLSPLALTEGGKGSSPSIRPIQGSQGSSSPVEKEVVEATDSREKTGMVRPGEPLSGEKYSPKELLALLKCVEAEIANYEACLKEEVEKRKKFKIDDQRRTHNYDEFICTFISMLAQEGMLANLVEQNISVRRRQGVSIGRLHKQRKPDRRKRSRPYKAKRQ
The depositor's hits bear a star; . = no result given; & = joins results of further samples.

Start of the listing, in advance:
Every second line gives: HePTP inhibitor	BAP1 block
(1) NS(=O)(=O)c1ccc(NC(=O)C2CC=CCC2C(=O)N2CCCCC2)cc1 (stereo not drawn)
 : .	79
(2) Cc1ccc(N(CC(O)CN2CCCCC2)S(=O)(=O)c2ccccc2[N+](=O)[O-])cc1 (stereo not drawn)
 : -2	.
(3) O=C(CN(Cc1ccco1)S(=O)(=O)c1cccs1)Nc1ccccc1C(F)(F)F
 : -8	122
(4) CC(C)OC(=O)c1cc(O)c(O)c(O)c1
 : 2	.
(5) CC1=C(C(=O)OC(C)C)C(c2cccs2)C(C(=O)OC(C)C)=C(C)N1
 : -2	.
(6) COC(=O)Cn1cnc2c(nnn2Cc2ccc(Cl)cc2)c1=O
 : 1	74
(7) Cc1cc(/C=C2\C(=O)NC(=S)N(c3ccc(Br)cc3)C2=O)c(C)n1C
 : -13	.
(8) CC(C)C(=O)Nc1ccc(C(=O)NCc2cccnc2)cc1
 : 40	109
(9) Cc1ccc(Oc2nc3c(c(=O)n(Cc4ccccc4F)c(=O)n3C)n2C)cc1
 : 7	120
(10) CC1C2CC(C(CN(C)C)/C2=N/O)C1(C)C (stereo not drawn)
 : 9	101
(11) COc1ccc(NC(=O)c2cccc([N+](=O)[O-])c2C)cc1Cl
 : 6	.
(12) O=S(=O)(/N=C(/c1ccc(F)cc1)N1CCOCC1)c1ccccc1
 : -6	.
(13) Cc1ccc(-c2cc(-c3ccccc3Cl)[nH]n2)c(O)c1
 : 1	106
(14) Cc1nc2c3c(-c4ccccc4)nc(N4CCOCC4)nc3nn2c(C)c1CCC(=O)O
 : -2	62
(15) Cc1cc(NC(=O)CSc2nnc(-c3ccc(Cl)s3)o2)no1
 : 8	113
(16) CN(C)/C=c1\sc2c(C#N)cc(C(=O)c3ccc(Br)cc3)n2c1=O
 : 10	82
(17) CCc1ccc(CNCc2ccccc2OC)cc1
 : 22	.
(18) Cn1c(CNc2nc(-c3ccccc3)cs2)nnc1SCC(=O)OC1CCCCC1
 : 10	94
(19) CCOC(=O)C1=C(C)Nc2nc(C)nn2C1c1cc(OC)ccc1OC (stereo not drawn)
 : 5	88
(20) O=C1C(=Cc2ccc(Sc3ccccc3)o2)C(=O)c2ccccc21
 : 16	.
(21) Cn1c(=O)[nH]c(=O)c2c1nc1n2CCCS1
 : -4	102
(22) C#CCN1C(C)=C(C(=O)OC)C(c2cccc([N+](=O)[O-])c2)C(C(=O)OCC)=C1C (stereo not drawn)
 : .	67
(23) CC(=O)c1sc(NC(=O)c2ccc3c(c2)OCO3)nc1C
 : 103*	.
(24) Cc1ccc(C(=O)Nc2ccc3c(c2)OCO3)cc1S(=O)(=O)N1CCCC1
 : 4	109

All compounds of this part, repeating the preview:
Every second line gives: HePTP inhibitor	BAP1 block
(1) NS(=O)(=O)c1ccc(NC(=O)C2CC=CCC2C(=O)N2CCCCC2)cc1 (stereo not drawn)
 : .	79
(2) Cc1ccc(N(CC(O)CN2CCCCC2)S(=O)(=O)c2ccccc2[N+](=O)[O-])cc1 (stereo not drawn)
 : -2	.
(3) O=C(CN(Cc1ccco1)S(=O)(=O)c1cccs1)Nc1ccccc1C(F)(F)F
 : -8	122
(4) CC(C)OC(=O)c1cc(O)c(O)c(O)c1
 : 2	.
(5) CC1=C(C(=O)OC(C)C)C(c2cccs2)C(C(=O)OC(C)C)=C(C)N1
 : -2	.
(6) COC(=O)Cn1cnc2c(nnn2Cc2ccc(Cl)cc2)c1=O
 : 1	74
(7) Cc1cc(/C=C2\C(=O)NC(=S)N(c3ccc(Br)cc3)C2=O)c(C)n1C
 : -13	.
(8) CC(C)C(=O)Nc1ccc(C(=O)NCc2cccnc2)cc1
 : 40	109
(9) Cc1ccc(Oc2nc3c(c(=O)n(Cc4ccccc4F)c(=O)n3C)n2C)cc1
 : 7	120
(10) CC1C2CC(C(CN(C)C)/C2=N/O)C1(C)C (stereo not drawn)
 : 9	101
(11) COc1ccc(NC(=O)c2cccc([N+](=O)[O-])c2C)cc1Cl
 : 6	.
(12) O=S(=O)(/N=C(/c1ccc(F)cc1)N1CCOCC1)c1ccccc1
 : -6	.
(13) Cc1ccc(-c2cc(-c3ccccc3Cl)[nH]n2)c(O)c1
 : 1	106
(14) Cc1nc2c3c(-c4ccccc4)nc(N4CCOCC4)nc3nn2c(C)c1CCC(=O)O
 : -2	62
(15) Cc1cc(NC(=O)CSc2nnc(-c3ccc(Cl)s3)o2)no1
 : 8	113
(16) CN(C)/C=c1\sc2c(C#N)cc(C(=O)c3ccc(Br)cc3)n2c1=O
 : 10	82
(17) CCc1ccc(CNCc2ccccc2OC)cc1
 : 22	.
(18) Cn1c(CNc2nc(-c3ccccc3)cs2)nnc1SCC(=O)OC1CCCCC1
 : 10	94
(19) CCOC(=O)C1=C(C)Nc2nc(C)nn2C1c1cc(OC)ccc1OC (stereo not drawn)
 : 5	88
(20) O=C1C(=Cc2ccc(Sc3ccccc3)o2)C(=O)c2ccccc21
 : 16	.
(21) Cn1c(=O)[nH]c(=O)c2c1nc1n2CCCS1
 : -4	102
(22) C#CCN1C(C)=C(C(=O)OC)C(c2cccc([N+](=O)[O-])c2)C(C(=O)OCC)=C1C (stereo not drawn)
 : .	67
(23) CC(=O)c1sc(NC(=O)c2ccc3c(c2)OCO3)nc1C
 : 103*	.
(24) Cc1ccc(C(=O)Nc2ccc3c(c2)OCO3)cc1S(=O)(=O)N1CCCC1
 : 4	109
(25) O=C(CSc1nc2ccccc2s1)N1CCN(C(=O)c2ccco2)CC1
 : -3	105
(26) O=C(COc1ccccc1[N+](=O)[O-])Nc1ccc2oc(-c3cccnc3)nc2c1
 : 8	.
(27) Cc1ccc(C(=O)c2ccc(C)cc2)cc1
 : .	60
(28) COCCNS(=O)(=O)c1cc(F)ccc1OC
 : 7	65
(29) CC1=NN(c2ccc(Cl)c(C(=O)O)c2)C(=O)/C1=C\c1ccc(-c2cccc([N+](=O)[O-])c2)o1
 : -5	.
(30) CCOC(=O)c1sc(NC(=O)COc2ccc(C(C)(C)C)cc2)nc1C
 : -4	.

Next part.
Every second line gives: HePTP inhibitor	BAP1 block
(31) Cc1ccc(S(=O)(=O)Nc2ccccc2C(=O)Nc2ccccc2)cc1
 : -9	.
(32) CCCC(=O)c1cc(F)c(N2CCN(S(=O)(=O)c3ccccc3)CC2)cc1C
 : 0	.
(33) O=c1oc(-c2ccccc2Cl)nc2sc3c(c12)CCC3
 : 14	92
(34) COc1ccc(C2CC(C(F)(F)F)n3nc(C(=O)NCc4cccs4)c(Cl)c3N2)cc1OC (stereo not drawn)
 : -11	112
(35) Cc1ccc(N2C(=O)/C(=C/c3cc(Br)ccc3O)C(=O)NC2=S)cc1
 : 5	.
(36) O=C(O)C1CCCCC1C(=O)NCCC(c1ccccc1)c1ccccc1 (stereo not drawn)
 : -18	.
(37) COc1ccc(N(CC(=O)Nc2ccc(Br)cc2)S(C)(=O)=O)cc1Cl
 : -12	.
(38) N#CC1=C(N)C(C#N)(C#N)C2(CCC3(CC2)OCCO3)C2CC3(CC=C12)OCCO3 (stereo not drawn)
 : 4	91
(39) CC(C)(C)NC(=O)NC(=O)COc1ccccc1C#N
 : 6	111
(40) O=C1c2ccccc2C(=O)N1CC=C(Cl)Cl
 : -2	.
(41) CSC1=C(C#N)C(c2ccco2)CC(=O)N1 (stereo not drawn)
 : 0	.
(42) COc1ccc(NC(=O)c2ccc(S(=O)(=O)N3CCOCC3)cc2)c2ccccc12
 : -7	.
(43) O=C(CSc1nc2ccccc2c(=O)[nH]1)N1CCOCC1
 : -6	109
(44) COc1ccc(CCNC(=O)CN(C2CCCCC2)S(C)(=O)=O)cc1OC
 : 4	103
(45) O=C(CSc1nc2ccccc2o1)c1ccc(Cl)cc1Cl
 : 8	.
(46) Cc1ccc(S(=O)(=O)N2CCN(S(C)(=O)=O)C2)cc1
 : -12	86
(47) CCn1c(SCC(=O)Nc2nnc(C)s2)nnc1-c1ccncc1
 : 11	72
(48) Fc1ccc(-c2nc(Cc3ccccc3Cl)no2)cc1
 : 2	.
(49) N#CC1=C2SCN(Cc3ccco3)CN2C(=O)CC1c1ccc(Cl)cc1 (stereo not drawn)
 : -2	86
(50) O=C(CN1CCCCC1)Nc1nc2ccccc2s1
 : 7	.
(51) COc1cccc(C(=O)/C=C/c2ccccc2OC)c1
 : 3	.
(52) Cc1ccc(CN2CCN(/N=C/c3ccc(C(=O)O)cc3)CC2)cc1
 : -4	.
(53) CCOc1ccccc1C1C(C(N)=O)=C(C)Nc2nc(-c3ccc(OC)cc3)nn21 (stereo not drawn)
 : 11	104
(54) Cc1ccc(OCC(=O)Nc2c(C)cccc2C(C)C)c(C(C)(C)C)c1
 : 11	.
(55) CCC1=NN2C(=N)/C(=C/c3ccc(OC(=O)c4ccc(F)cc4)c(OC)c3)C(=O)N=C2S1
 : 8	.
(56) CCN(CC)c1ccc(/C=N/NC(=O)CCc2c(C)n[nH]c2C)cc1
 : 6	.
(57) CCCCn1c(SCc2ccc(Cl)cc2)nc2c1c(=O)[nH]c(=O)n2C
 : 9	71
(58) O=c1ccc2ccc(O)c(O)c2o1
 : .	54&91
(59) COc1ccc(C)cc1-n1nnnc1SCc1cc(=O)n2cc(C)ccc2n1
 : 6	67
(60) CCOc1cc(C)c(C(C)C)cc1S(=O)(=O)N1CC(C)OC(C)C1 (stereo not drawn)
 : 5	119

Going on with the list:
Every second line gives: HePTP inhibitor	BAP1 block
(61) Cc1cc(N(C)C)nc(SC(C)C)n1
 : 1	101
(62) C=CCn1c(SCC(=O)N(CC)CC)nc(O)c(Cc2ccccc2)c1=O
 : -13	.
(63) CC1=CC(C)(C)N(CC(=O)c2ccc([N+](=O)[O-])cc2)c2c(C)cccc21
 : -9	.
(64) COc1cccc(Oc2cnc(N)nc2-c2ccc(OC)cc2O)c1
 : 6	93
(65) CCOC(=O)c1cc2occc2n1CC(=O)N1CCOCC1
 : 2	101
(66) CCN(CC)C(=O)COc1ccc(CC(=O)O)cc1OC
 : -4	90
(67) Cc1cc(/C=C2\C(=O)NC(=O)N(c3ccc4c(c3)OCO4)C2=O)c(C)n1-c1ccc(F)cc1
 : 4	.
(68) COC(=O)C1=C(C)NC2=C(C(=O)c3ccccc32)C1c1cc2c(cc1Cl)OCO2 (stereo not drawn)
 : 7	.
(69) Cc1cccc(C)c1OCC(O)CN1CC(C)OC(C)C1 (stereo not drawn)
 : -12	.
(70) COc1ccccc1Oc1coc2cc(OC(=O)N3CCOCC3)ccc2c1=O
 : 0	80
(71) CCOc1cccc(C2C(C(=O)c3ccc(C)o3)=C(O)C(=O)N2Cc2ccncc2)c1 (stereo not drawn)
 : -3	83
(72) CCOCCCNC(=O)C1CCCN1S(=O)(=O)c1ccc(Cl)cc1 (stereo not drawn)
 : 10	94
(73) COC(=O)CCSCC(=O)Nc1nnc(C)s1
 : -2	90
(74) COc1ccc(OC)c(S(=O)(=O)N(C)CC(=O)N2CCN(c3cccc(Cl)c3)CC2)c1
 : -3	114
(75) O=C(Nc1ccc(N2CCN(C(=O)c3ccc(Cl)cc3)CC2)cc1)c1cccnc1
 : 3	61
(76) Cc1cc(C)nc(NS(=O)(=O)c2ccc(N/C=C\C(=O)c3cccs3)cc2)n1
 : -1	.
(77) CC(C)CC(=O)Nc1nnc(Cc2ccc(Cl)cc2Cl)s1
 : 10	.
(78) O=C(Cc1ccc(Cl)c(Cl)c1)OCC(=O)c1ccc[nH]1
 : -6	51
(79) Nc1ccc(CN2CCN(c3ccc4ccccc4n3)CC2)cc1
 : 14	99
(80) O=C(CSc1nc2ccccc2s1)Nc1ccccc1
 : 3	.
(81) CCCn1c(=NC(=O)c2ccc3c(c2)OCO3)c(C#N)cc2c(=O)n3cccc(C)c3nc21
 : -12	93
(82) CSc1ccc(S(=O)(=O)NCc2ccc(Cl)cc2)cc1
 : 7	137
(83) COc1ccc(CCC(=O)N2CCN(C3CCCCC3)CC2)cc1
 : 10	76
(84) O=C(Nc1ccc(F)cc1)Nc1cccc2cccnc12
 : 4	.
(85) O=C(O)c1ccc(S(=O)(=O)c2ccccc2)cc1
 : 5	104
(86) CCc1oc2cc(OC(C)C)ccc2c(=O)c1-c1ccc2c(c1)OCCO2
 : .	69
(87) Cc1[nH]c2ccccc2c1C(=O)CN1CCCCC1C (stereo not drawn)
 : -3	104
(88) CCCCc1c(O)nc(SCC(=O)N2CCOCC2)[nH]c1=O
 : 1	108
(89) COc1ccc(C(=O)Nc2cccc(C(=O)N3CCN(C)CC3)c2)cc1
 : -3	107
(90) COc1ccc(OC)c(NC(=O)Nc2ccccc2C)c1
 : -5	98

The results go on:
Every second line gives: HePTP inhibitor	BAP1 block
(91) Cn1c(Cc2ccccc2)nnc1SCC(=O)c1ccc(Br)s1
 : 5	88
(92) CCOC(=O)C1CCN(C(=O)c2sc3nc(-c4ccc(F)cc4)cn3c2C)CC1
 : 7	107
(93) Cc1ccc2nc(NC(=O)c3ccc(F)cc3)sc2c1
 : -9	.
(94) O=C(CSc1nc(-c2ccccc2)c(-c2ccccc2)o1)Nc1ccc([N+](=O)[O-])cc1
 : 3	.
(95) O=C(O)CCCCCN1C(=O)C(=O)/C(=C(/O)c2ccc(Cl)cc2)C1c1cccc([N+](=O)[O-])c1 (stereo not drawn)
 : -18	.
(96) O=C(NCc1ccccn1)c1nnc(Cc2ccc(Cl)cc2)o1
 : 9	102
(97) COc1ccc(C(=O)NNC(=O)c2cccc(Cl)c2)c(OC)c1
 : -7	.
(98) Nc1nc(N2CCCCC2)nc2ccccc12
 : 8	.
(99) Cc1ccc(SCC(=O)N2CCOCC2)cc1
 : -1	119
(100) O=C(Nc1ccccc1Cl)NC1(C(=O)NCCCN2CCOCC2)CCCCC1
 : -11	111
(101) Cc1ccc(C(O)(C(=O)NCc2ccccc2)c2ccc(C)cc2)cc1
 : 6	.
(102) CC(C)COC(=O)C(C#N)c1nc2ccccc2nc1N1CCN(Cc2ccc3c(c2)OCO3)CC1 (stereo not drawn)
 : 5	65
(103) COc1cc(/C=N/NC(=O)c2ccccn2)cc(OC)c1O
 : 7	.
(104) Cc1cc(OC(=O)c2ccccc2)n(CCC#N)n1
 : -4	97
